# High-throughput results: PubChem BioAssay, several laboratories
# RGS4-Gao reg: human RGS4-Galphao interaction regulation; Multiplexed bead flow cytometry, RGS4-Galphao binding; actives lie on both sides; actives 0.33% (n = 220,000); P09471; binding response (% of control), % at 10 µM; in the data active = binding response below about 49% or above about 150%; inactive = in between;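 also: fluorescent Galphao activated with aluminum fluoride binding bead-coupled RGS4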
# Target sequence (P09471 whole entry, looked up): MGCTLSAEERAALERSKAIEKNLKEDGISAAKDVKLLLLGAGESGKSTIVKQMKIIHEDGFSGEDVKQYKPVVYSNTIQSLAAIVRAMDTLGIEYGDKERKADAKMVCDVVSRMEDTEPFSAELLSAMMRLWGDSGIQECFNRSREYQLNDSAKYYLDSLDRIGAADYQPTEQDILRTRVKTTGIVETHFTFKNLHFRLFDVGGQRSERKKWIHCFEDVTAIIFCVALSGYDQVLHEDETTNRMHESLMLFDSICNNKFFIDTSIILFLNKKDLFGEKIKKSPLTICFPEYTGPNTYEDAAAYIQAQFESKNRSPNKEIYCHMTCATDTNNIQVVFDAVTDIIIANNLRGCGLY
# Bim-Bcl-2: inhibitors of Bim-Bcl-2 interaction, human; actives 0.06% (n = 190,000); inhibition, % at 10 µM; Bead-based flow cytometry, Bim peptide-Bcl-2 binding; P10415; in the data active = inhibition above about 40%; inconclusive = no clear call, values can overlap the other calls;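 also: 0% = no compound wells with probe peptide and 100% = reference peptide inhibitor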
# RGS8-Gao reg: human RGS8-Galphao interaction regulation | P09471 | multiplexed bead flow cytometry, RGS8-Galphao binding; actives lie on both sides | response (percent of control binding), % at 10 µM | actives 0.34% (n = 220,000) | AID 1423; in the data active = response below about 60% or above about 140%; inactive = in between;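 also: Galphao activated as the GDP aluminium fluoride complex binding bead-coupled RGS8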
# RGS7-Gao: modulates binding of RGS7 to human Galphao. Multiplexed bead flow cytometry; actives lie on both sides. binding response (% of control), % at 10 µM. P09471. actives 0.35% (n = 220,000); in the data active = binding response below about 49% or above about 150%; inconclusive = no clear call, values can overlap the other calls; inactive = in between;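 also: fluorescent Galphao held in activated GDP-AlF4 state binding bead-coupled RGS7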
# Bim-Bcl-W: inhibitors of Bim-Bcl-W interaction, human; Q92843; bead-based flow cytometry, Bim peptide-Bcl-W binding; inhibition, % at 10 µM; actives 0.02% (n = 190,000);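 also: 0% = bound tracer without compound and 100% = peptide blocker; higher means less fluorescent Bim peptide bound to Bcl-W beads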
# Bim-Bcl-XL: human Bim-Bcl-XL interaction inhibition. Bim peptide-Bcl-XL binding, bead flow cytometry, fluorescence. inhibition, % at 10 µM. Q07817. actives 0.04% (n = 190,000). AID 1007
# Mcl1 Bid PPI: disrupts binding of human Mcl-1 to Bid peptide. Q07820. TR-FRET Mcl-1/Bid-Dy647 peptide binding, 1536-well. inhibition, % at 21.7 µM. actives 0.97% (n = 220,000). AID 1021;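 active = compounds that cut the binding signal by more than half at the single screening dose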;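 also: His-tagged Mcl-1 with europium anti-His antibody binding Bid BH3 peptide; 0% = Mcl-1 plus peptide wells and 100% = peptide-only wells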
# Target sequence (Q07820 whole entry, looked up): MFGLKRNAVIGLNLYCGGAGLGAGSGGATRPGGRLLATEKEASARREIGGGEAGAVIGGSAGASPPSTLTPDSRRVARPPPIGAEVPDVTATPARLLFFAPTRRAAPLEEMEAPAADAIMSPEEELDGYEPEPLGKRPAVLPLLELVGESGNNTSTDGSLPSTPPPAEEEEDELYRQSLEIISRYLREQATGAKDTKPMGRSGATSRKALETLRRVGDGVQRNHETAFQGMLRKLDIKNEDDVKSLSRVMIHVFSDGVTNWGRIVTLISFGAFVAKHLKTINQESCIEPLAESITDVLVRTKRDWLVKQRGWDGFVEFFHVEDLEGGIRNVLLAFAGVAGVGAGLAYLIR
# Mcl1 Noxa PPI: disrupts binding of human Mcl-1 to Noxa peptide; actives 1.5% (n = 220,000); Q07820; TR-FRET Mcl-1/Noxa peptide binding, 2 h; inhibition, % at 21.7 µM;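 active = compounds that cut the protein-peptide binding signal by more than 50% relative to plate controls in a single-dose test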;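 also: His-tagged Mcl-1 with rhodamine Noxa BH3 peptide and terbium anti-His antibody; 0% = Mcl-1 plus Noxa peptide wells and 100% = peptide-only wells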
# Bcl-B Bim block: inhibitors of Bim-Bcl-B interaction, human; Q9HD36; bead-based flow cytometry, Bim peptide-Bcl-B binding; inhibition, % at 10 µM; actives 0.073% (n = 190,000); AID 951;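 also: 0% = tracer peptide without compound and 100% = reference inhibitor peptide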
# Target sequence (Q9HD36 whole entry, looked up): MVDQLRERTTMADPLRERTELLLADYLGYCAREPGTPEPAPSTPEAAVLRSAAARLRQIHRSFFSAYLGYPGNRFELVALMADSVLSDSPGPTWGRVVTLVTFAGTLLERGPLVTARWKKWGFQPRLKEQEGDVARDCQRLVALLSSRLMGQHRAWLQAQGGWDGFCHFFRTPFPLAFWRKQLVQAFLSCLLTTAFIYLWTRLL
# Bim-Mcl-1: disrupts Bim peptide binding to human Mcl-1; Q07820; Bead-based flow cytometry, Bim peptide-Mcl-1 binding; inhibition, % at 10 µM; actives 0.1% (n = 190,000); AID 1009;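 also: 0% = no compound tracer wells and 100% = peptide blocker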
# Bim-Bfl-1: human Bim-Bfl-1 interaction inhibition; Q16548; Bead-based flow cytometry, Bim-Bfl-1 binding inhibition; inhibition, % at 10 µM; actives 0.12% (n = 190,000); AID 1008;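 also: 0% = wells without compound plus tracer and 100% = blocker peptide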
# * marks the source's active call; other numbers are inactive results; u = inconclusive; x = no result given. Rule as the data show it, unless noted: active = inhibition above about 40%.
SMILES,RGS4-Gao reg,Bim-Bcl-2,RGS8-Gao reg,RGS7-Gao,Bim-Bcl-W,Bim-Bcl-XL,Mcl1 Bid PPI,Mcl1 Noxa PPI,Bcl-B Bim block,Bim-Mcl-1,Bim-Bfl-1
CC(C)C(=O)NC(Nc1ccccc1F)C(Cl)(Cl)Cl (centres undefined),101,-7,105,105,-1,4,3,x,-8,-1,-11
O=C(c1ccc2c(c1)OCCO2)N1CCN(Cc2ccccc2)CC1,104,-3,101,103,0,-4,-2,18,-2,0,-4
NS(=O)(=O)c1cccc(NS(=O)(=O)c2ccc(/C=C/C(=O)OCC(=O)c3ccccc3)cc2)c1,101,-3,105,106,0,-3,-12,1,0,0,-6
COc1ccc(N2CCN(C(=O)c3c(-c4ccccc4)noc3C)CC2)cc1,103,-3,100,103,-4,-8,-47,9,-5,-1,-3
Cc1cc(C)n(Cc2ccc(NC(=O)c3c([N+](=O)[O-])c(C)nn3C)cc2)n1,98,-1,98,100,3,-1,-15,-6,-7,0,-6
C#CCOc1c(Cl)cc(/C=N/NC(N)=S)cc1OCC,95,0,100,97,0,2,-96,16,2,1,0
Cc1ccc(S(=O)(=O)N(C)C)cc1NC(=O)c1sccc1Cl,103,x,100,u,x,x,-15,-14,x,x,x
CC(C)c1nnc(NC(=O)C2CCN(c3cnccn3)CC2)s1,x,1,x,x,-1,-2,0,7,-4,-5,5
COc1ccccc1/C=N/NC(=O)c1ccc(N(C)S(=O)(=O)c2ccccc2)cc1,93,-7,97,94,-8,-9,-10,12,-11,-4,-8
Cc1ccsc1S(=O)(=O)N1CCC(CO)(CC2CCCCO2)CC1 (centres undefined),100,0,100,99,1,0,4,18,-4,-1,-3
CCc1cc2ccc(OC)cc2nc1SCC(=O)NNC(C)=O,107,-3,105,u,0,-2,2,-1,-5,-2,-4
COCc1cc(C)n(CC(=O)Nc2ccccc2C(=O)OC)c(=O)c1C#N,106,0,99,103,1,2,-14,20,0,1,0
C=CCN1C(=O)C(CC(=O)O)SC1=Nc1ccc(C(=O)O)cc1 (centres undefined),103,0,99,101,0,1,-5,8,1,2,1
COC(=O)C1=C(C)N(CC2CCCO2)C(=O)C1 (centres undefined),103,-11,102,100,-1,-10,-1,-9,-9,-1,-16
COc1ccc(N(CC(=O)NCc2ccco2)S(C)(=O)=O)c(OC)c1,99,-2,99,100,0,0,-43,-22,-3,0,-4
N#CCSc1nnc(-c2cnccn2)n1Cc1ccccc1,101,0,105,100,-3,-4,-7,-25,-4,-2,-1
Cc1ccc(S(=O)(=O)N2CCOCC2)cc1C(=O)OC1CCCCC1=O (centres undefined),95,-5,100,u,-3,-2,-5,4,-7,0,-8
CCOC(=O)C1CCN(c2ccc([N+](=O)[O-])cc2)CC1,103,0,103,105,3,0,-18,5,-2,1,-1
CC(=O)/C=C(\C)N=Nc1c(O)[nH]c2ccccc12,106,x,100,u,x,x,-18,8,x,x,x
CC(C(=O)Nc1cc(C(F)(F)F)ccc1N1CCOCC1)N1C(=O)C2CC=CCC2C1=O (centres undefined),103,0,98,92,0,2,-55,9,1,1,0
O=C(NC1CC1)C1=C[C@H](c2ccccc2)C[C@H](OCc2ccc(CO)cc2)O1,98,-2,98,100,-1,-2,-2,-11,-8,-3,-5
COc1ccc(NC(=O)CSc2nncn2C)cc1OC,103,0,103,102,0,-3,-4,15,-4,0,0
O=C(NNc1cc(N2CCOCC2)nc(N2CCOCC2)n1)C12CC3CC(CC(C3)C1)C2,104,3,104,101,0,-2,-46,19,-2,0,1
O=C(CCC(=O)N(CC(=O)NC1CCCCC1)c1ccc2c(c1)OCCO2)Nc1ccccn1,101,-4,101,101,0,0,-36,1,-1,28,-3
N#Cc1cc(Oc2ccc(Cl)cc2)c(N2CCOCC2)cc1C#N,100,3,100,99,0,-4,-3,-12,-2,0,-4
N#C/C(=N\Nc1ccccc1)C(=N)N1CCOCC1,100,-5,99,98,-1,-4,-16,10,-7,0,-16
O=C(c1cccc2c1-c1ccccc1C2)N1CCCCC1,96,x,101,u,x,x,-12,1,x,x,x
CCn1c(SCC(=O)c2c[nH]c3ccccc23)nc2cc(S(=O)(=O)N3CCOCC3)ccc21,115,1,109,114,1,0,-177,1,-5,-4,6
Cc1cc(/C=C2/NC(=O)N(Cc3ccccc3F)C2=O)c(C)n1-c1ccccn1,105,0,101,101,-5,-7,-91,20,-3,-3,-3
Cc1ccc(-c2nnc(N3CCOCC3)c3ccccc23)cc1S(=O)(=O)NCC1CCCO1 (centres undefined),100,-1,101,99,1,-2,9,-2,-1,0,-5
CC12CCC(C(=O)N(NC(=O)c3ccccc3O)C1=O)C2(C)C (centres undefined),91,-3,88,93,-5,-9,-68,15,-6,-7,-1
N#C/C(=C\c1c(N2CCOCC2)nc2ccccn2c1=O)C(=O)NC1CCS(=O)(=O)C1 (centres undefined),93,x,94,u,x,x,1,4,x,x,x
CCCCCn1c(SCC(=O)OCC)nc2cc(C(=O)NCc3ccco3)ccc2c1=O,94,-9,97,95,-5,-10,-21,17,-13,-5,-20
CSc1ccc(CN2CCCC(CO)(Cc3ccccc3)C2)cc1 (centres undefined),105,-5,102,103,-1,-3,-21,-12,-2,0,-5
CC(=O)Nc1cc(C(=O)N2CCc3ccccc3C2)ccc1Sc1ccc(Cl)cc1,102,-3,103,104,-2,-5,8,1,-9,-1,-12
Clc1ncc(Cn2cccn2)s1,98,-3,97,u,-2,-1,-21,12,-3,0,-5
COC(=O)Cn1cnc2c(nnn2-c2ccc(C)cc2)c1=O,136,-4,129,127,-1,-6,-25,3,-1,-2,-3
C/C(=N\Nc1nc(C)cc(C)n1)c1ccc(C)o1,101,x,102,u,x,x,-32,14,x,x,x
COc1cc(C(C(=O)NC(C)(C)C)N(Cc2ccc3c(c2)OCO3)C(=O)c2cnccn2)cc(OC)c1OC (centres undefined),104,0,95,109,-4,1,-16,0,-2,-5,3
Cc1ccc(C(C)C)c(OC(=O)/C=C/c2ccccc2)c1,105,-11,101,107,0,-7,-4,-7,-10,0,-10
O=C(CN1CC(c2ccccc2)CC1=O)Nc1ccc2c(c1)OCO2 (centres undefined),100,-5,98,98,-9,-6,-11,7,-7,-4,-3
C=CCOc1c(Cl)cc(CNc2ccc(C)c(Cl)c2)cc1OC,109,-5,104,102,0,-3,-7,-2,-9,3,-8
CC1(C)Cc2c(c(N3CCOCC3)nc3sc(-c4ccc(C(=O)O)o4)c(N)c23)CO1,101,-4,101,96,-2,-9,-20,44,-5,-5,-10
O=C(Nc1ccc(Cl)cc1)N1CCSC1=NCc1ccccc1,100,x,100,u,x,x,-83,-1,x,x,x
CC1=C(C(=O)OCC2CCCO2)C(c2coc3ccc(C)cc3c2=O)C2=C(CCCC2=O)N1 (centres undefined),103,-2,99,100,-2,-3,-34,1,-5,-3,-8
O=C(COC(=O)Cc1ccccc1F)Nc1ccc2c(c1)OCO2,105,-2,104,u,-2,-2,-26,28,-3,-1,-6
CCNC(=O)c1ccccc1-c1nc(-c2ccccc2)no1,103,x,101,u,x,x,1,15,x,x,x
Cc1ccc(-c2nc3ccccc3s2)cc1NC(=O)c1ccc2c(c1)OCO2,104,-6,100,104,1,-4,-3,22,-4,0,-10
C=CCNC(=S)NNC(=O)c1cc(C)nc2ccccc12,128,-2,113,144,-1,-4,-87,4,-16,-6,1
O=C(Cn1cnc2c(nnn2Cc2ccc(F)cc2)c1=O)Nc1ccccc1,103,x,98,u,x,x,-35,4,x,x,x
COc1cccc(NC(=O)CSc2nnc(-c3cccs3)n2C)c1,102,-4,102,106,-2,1,-34,-9,-4,-3,-3
Cc1ccc(NC(=O)CCSc2nnc(-c3ccco3)o2)cc1,107,-8,101,100,0,0,-7,2,-10,-2,-12
C/C(=N/OCO/N=C(/C)c1ccc(F)cc1)c1ccc(F)cc1,102,-3,103,103,0,-1,14,11,1,-4,2
S=C1c2ccccc2CN1c1ccccc1,105,-1,103,109,-1,-4,-58,6,-5,-1,0
CCn1nc(C)cc1C(=O)Sc1cccc(Cl)c1,93,x,96,u,x,x,-8,2,x,x,x
Cc1nnc(SCC(=O)N2CCN(c3ccccc3)CC2)n1-c1ccccc1,98,-2,99,102,-2,-5,-34,5,-8,0,-6
Cc1ccc2cc3c(nc2c1)N(c1ccccc1)CC3,93,-1,93,u,-1,-1,-22,6,-7,1,-4
NC(=NCCc1ccccc1)NS(=O)(=O)c1ccc2ccccc2c1,98,-3,97,97,-2,-6,11,-9,-9,-3,0
O=C(CN1CCN(S(=O)(=O)c2ccccc2)CC1)Nc1ccc2c(c1)OCO2,95,0,96,95,-9,-7,-15,0,-2,-7,-12
O=C(Nc1ccccc1)c1ccccc1OCC(O)CN1C(=O)c2ccccc2S1(=O)=O (centres undefined),104,-8,102,103,-4,3,38,7,-1,0,-3

# An excerpt from above, reduced to Bim-Bfl-1, Bcl-B Bim block and RGS7-Gao.
compound | Bim-Bfl-1 | Bcl-B Bim block | RGS7-Gao
O=C(Cn1cnc2c(nnn2Cc2ccc(F)cc2)c1=O)Nc1ccccc1 | x | x | u
COc1cccc(NC(=O)CSc2nnc(-c3cccs3)n2C)c1 | -3 | -4 | 106

# Remaining list, next part.
SMILES,RGS4-Gao reg,Bim-Bcl-2,RGS8-Gao reg,RGS7-Gao,Bim-Bcl-W,Bim-Bcl-XL,Mcl1 Bid PPI,Mcl1 Noxa PPI,Bcl-B Bim block,Bim-Mcl-1,Bim-Bfl-1
Cc1ccc(S(=O)(=O)N2CCN(C(=O)CSc3nnc(C)c(=O)[nH]3)CC2)cc1,99,-1,102,100,-2,-2,-39,13,-6,-2,0
CC(CN1CCCC(C(N)=O)C1)c1ccccc1 (centres undefined),103,-12,102,102,-2,-5,-10,0,-9,-4,-20
COc1ccc(CN2C(=O)N(c3ccc(OC)cc3)C(=O)C2CC(=O)Nc2ccccc2)cc1 (centres undefined),102,-6,100,u,-1,-3,-31,-2,-3,-2,-8
CCOCCCNC(=O)c1cc2c(-c3ccc(Cl)cc3)nn(C)c2s1,104,-9,100,97,3,1,2,11,-2,2,-12
O=C(CN1C(=O)NC(Cc2c[nH]c3ccccc23)C1=O)Nc1cccc(S(=O)(=O)N2CCCC2)c1 (centres undefined),98,-2,99,93,2,-1,-31,7,-1,0,-5
O=C(O)c1cccc(S(=O)(=O)Nc2ccc(S(=O)(=O)N3CCOCC3)cc2)c1,96,-2,98,u,-1,-4,3,8,-5,0,-6
COc1cc(/C=C2/SC(=S)N(c3c(C)n(C)n(-c4ccccc4)c3=O)C2=O)ccc1O,98,-3,98,98,2,0,-8,-10,-2,2,-1
CCN1CCN(C(=S)NC(CC(=O)c2ccccc2)c2ccccc2)CC1 (centres undefined),99,x,100,u,x,x,-121,16,x,x,x
COc1ccc(C(=O)Nc2ccccc2C(=O)N2CCCCC2C)cc1 (centres undefined),101,0,100,98,0,-1,-21,0,0,4,-4
Nc1nc2c3ccccc3nc(Cc3ccccc3)n2n1,96,-8,100,94,-6,-16,-3,7,-12,-4,-8
Cc1cccc(NS(=O)(=O)c2ccc(C3CCCCC3)cc2)n1,103,-5,102,99,-1,1,-29,15,-2,0,-3
